Mtb BioA inh – BioA (M. tuberculosis) enzyme inhibition | inhibition, % at 9.99 µM | purified M. tuberculosis BioA enzyme, plate reader | 360,000 compounds, 0.096% hits; in the data active = inhibition above about 40%; inconclusive = no clear call, values can overlap the other calls
BoNT-F LC inh – inhibitors of Botulinum neurotoxin F light chain protease; Multiplex microsphere protease cleavage assay, flow cytometry; 360,000 compounds, 0.22% hits; AID 588497; inhibition, % at 10 µM; in the data active = inhibition above about 35%, passing the limit was not always enough; inconclusive = no clear call, values can overlap the other calls; note: plate controls were buffer without enzyme for full effect and enzyme alone for no effect
MazF activator – increases E. coli MazEF RNase cleavage of RNA. P0AE70. FAM/BHQ RNA-DNA oligo cleavage fluorescence, 5 h. activation, % at 20 µM. 350,000 compounds, 0.32% hits. AID 504720; in the data active = activation above about 50%
Target sequence (P0AE70 whole entry, looked up): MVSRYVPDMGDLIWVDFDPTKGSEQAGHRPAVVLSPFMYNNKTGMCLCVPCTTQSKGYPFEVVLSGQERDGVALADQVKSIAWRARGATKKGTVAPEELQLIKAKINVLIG
UGM FP inh – inhibitors of M. tuberculosis UDP-galactopyranose mutase | P9WIQ1 | purified UGM, fluorescence polarization probe displacement | inhibition, % at 10 µM | 320,000 compounds, 0.06% hits | AID 504406; in the data active = inhibition above about 10%, passing the limit was not always enough; inconclusive = no clear call, values can overlap the other calls
Rv3671c protease – inhibitors of M. tuberculosis serine protease Rv3671c | inhibition, % at 5.96 µM | 320,000 compounds, 0.048% hits; in the data active = inhibition above about 38%;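 note: extracellular domain of Rv3671c used as enzyme; 0% = enzyme with DMSO and 100% = no enzyme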
Target sequence (P9WHR9 whole entry, looked up, the tested form may be a part): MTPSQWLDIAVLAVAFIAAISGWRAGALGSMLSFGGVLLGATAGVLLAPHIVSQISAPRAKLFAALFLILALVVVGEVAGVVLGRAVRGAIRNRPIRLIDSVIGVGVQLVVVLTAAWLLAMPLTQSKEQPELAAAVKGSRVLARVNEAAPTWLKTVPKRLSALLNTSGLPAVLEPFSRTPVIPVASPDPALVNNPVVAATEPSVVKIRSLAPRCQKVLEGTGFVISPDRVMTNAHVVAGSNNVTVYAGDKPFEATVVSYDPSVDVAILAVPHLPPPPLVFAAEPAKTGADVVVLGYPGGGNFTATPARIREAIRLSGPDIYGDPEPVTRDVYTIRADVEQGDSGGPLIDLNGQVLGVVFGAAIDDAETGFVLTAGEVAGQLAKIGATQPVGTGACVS
Mtb FBA inh – Mtb fructose-bisphosphate aldolase inhibition; P9WQA3; purified M. tuberculosis FBA, fluorescence read-out; inhibition, % at 1 µM; 360,000 compounds, 2.3% hits; in the data active = inhibition above about 27%;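 note: 0% = vehicle and 100% = reference inhibitor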
Target sequence (P9WQA3 whole entry, looked up): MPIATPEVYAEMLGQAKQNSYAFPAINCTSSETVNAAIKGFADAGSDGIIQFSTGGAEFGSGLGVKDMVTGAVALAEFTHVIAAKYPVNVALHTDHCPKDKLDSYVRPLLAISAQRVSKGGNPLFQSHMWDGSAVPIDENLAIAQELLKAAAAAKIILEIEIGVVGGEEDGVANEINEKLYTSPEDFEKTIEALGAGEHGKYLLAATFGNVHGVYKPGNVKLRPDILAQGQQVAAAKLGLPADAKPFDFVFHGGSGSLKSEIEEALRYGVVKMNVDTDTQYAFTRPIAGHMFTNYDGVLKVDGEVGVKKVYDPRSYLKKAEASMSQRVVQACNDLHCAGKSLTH
GDH-TPI inh – inhibits GDH-TPI coupling enzymes, artifact for Mtb FBA screen; GDH-TPI coupled enzyme counterscreen, NADH absorbance; inhibition, % at 4.8 µM; 360,000 compounds, 1.2% hits; in the data active = inhibition above about 30%;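 note: 0% = DMSO wells and 100% = wells lacking the enzyme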
PrPC surface inh – inhibitors of human cell surface prion protein PrPC; P04156; TR-FRET read-out; inhibition, % at 13.8 µM; 370,000 compounds, 0.43% hits; AID 720596; in the data active = inhibition above about 24%; note: 0% = median of the test wells and 100% = reference compound wells
FadD28 FP inh – M. tuberculosis FadD28 bisubstrate binding inhibition; FadD28 bisubstrate probe binding, fluorescence polarization; inhibition, % at 12.5 µM; 360,000 compounds, 0.22% hits; AID 588549; in the data active = inhibition above about 8.5%, passing the limit was not always enough; inconclusive = no clear call, values can overlap the other calls
* marks the source's active call; other numbers are inactive results; ? = inconclusive; nt = no result given; & = joins results of further samples.

SMILES	Mtb BioA inh	BoNT-F LC inh	MazF activator	UGM FP inh	Rv3671c protease	Mtb FBA inh	GDH-TPI inh	PrPC surface inh	FadD28 FP inh
CC(C)(C)C1CCc2onc(C(=O)N3CCOCC3)c2C1 (stereo not given)	-1.2	0	3	1.5	1	0	7	0	0.2
C=CCSc1nc2ccccc2n2cnnc12	0.8	-22	8	1.1	11	1	11	-16	1.5
CCOC(=O)N1CCN(c2cc(NCCC(=O)O)c3c4c(onc24)-c2ccccc2C3=O)CC1	-76	-20	-30	-30	-30	-2	7	nt	15*
O=c1ncn(-c2ccccc2C(F)(F)F)c2ncccc12	nt	-8	-5	-2.0	-3	2	-1	-2	-1.1
CCOc1ccc2c(c1)C(C)=CC(C)(C)N2	-0.6	-9	11	1.9	-21	6	1	-10	-4.9
O=C(C1CC1)N1CCN(c2ccc([N+](=O)[O-])cc2-n2cccc2)CC1	nt	1	5	2.4	-1	-1	7	-15	-1.5
O=C(N/N=C/c1coc2ccccc2c1=O)c1ccccc1Br	-2.2	3	-1	1.5	-9	2	10	1	-0.9
COc1ccc(-c2cn(CCC(=O)O)c(-c3ccc(Cl)nc3)n2)cc1	0.2	-8	0	0.3	3	-1	-1	-4	-1.4
Clc1ccc(N2CCNCC2)nn1	nt	-2	3	-0.1	-6	-2	-9	-2	-3.5
Cc1ccccc1Cn1nc(C)c(NC(=O)/C=C/c2cnn(C)c2)c1C	nt	-4	-11	4.3	-26	-1	13	6	-2.3
Fc1ccc(SCCc2ccncc2)cc1	-0.1	-6&-18	-2&3	-1.5&-0.6	-1&2	5&6	6&7	8&5	-2.3&0.5
COc1cccc(C=NNC(=O)C(C)SC(C)C(=O)NN=Cc2cccc(OC)c2)c1 (stereo not given)	0.4	-1	7	nt	nt	0	-8	4	-0.8
COC(=O)c1sc(S(=O)(=O)N2CCCCC2C)c(C(=O)OC)c1C (stereo not given)	1.3	1	4	-3.3	5	3	9	-4	-1.0
COC(=O)CSc1nc(NCC(C)C)nc(N2CCOCC2)n1	0.4	2	5	-1.6	-1	2	13	1	-1.0
O=C(Nc1nc2c(F)cc(F)cc2s1)c1ccc([N+](=O)[O-])o1	0.4	4	-6	2.0	1	-2	9	3	-1.9
Cc1cc(N2CCOCC2)nc2ccccc12	0.0	-3	0	-0.2	-4	26	15	-5	-4.1
NC(=O)c1nsc(C(=O)N(c2ccccc2F)C(C(=O)NCc2ccc(F)cc2)c2ccc(O)cc2)c1N (stereo not given)	-0.3	3	8	3.2	-41	35*	2	7	-1.1
N#Cc1ccc(NC(=O)CSc2cn[nH]n2)cc1	2.0	-8	7	-1.9	-9	0	-1	4	0.1
COc1cccc(N2CCN(C(=O)c3cccn4c(=O)c5c(C)c(C)sc5nc34)CC2)c1	nt	5	7	3.6	-11	4	4	4	-0.3
O=C(c1cccc(S(=O)(=O)N2CCc3ccccc3C2)c1)N1CCN(c2ccc(O)cc2)CC1	nt	-10	1	-5.3	8	1	7	1	-0.6
Cc1nsc(N)c1C(=O)O	nt	-6	4	-1.2	10	0	-2	7	-1.7
CCC1(C)C2(C#N)C(N)=NC(OC)(OC)C12C#N (stereo not given)	1.2	3	-2	2.0	-2	0	3	2	-2.5
O=C(c1ccccc1)N(CCO)Cc1cc2cc3c(cc2[nH]c1=O)OCCO3	nt	-3	6	-0.7	-1	12	7	-4	0.2
COc1cc2c(cc1OC)C(=O)CCC2	-0.6	-17	5	nt	nt	10	11	3	-1.4
COc1ccccc1CCN1CCCC(CN(C)C(=O)CCC(=O)N(C)C)C1 (stereo not given)	-0.2	?	16	-1.9	-2	1	5	0	0.3

Going on with the list.
SMILES	Mtb BioA inh	BoNT-F LC inh	MazF activator	UGM FP inh	Rv3671c protease	Mtb FBA inh	GDH-TPI inh	PrPC surface inh	FadD28 FP inh
CC(C)OCCCNC(=O)c1ccc(NC(=O)C2=CSCCO2)cc1	12	-2	11	1.8	-6	0	0	-6	-1.6
O=C(CSc1nc2ccccc2nc1SCC(=O)N1CCOCC1)N1CCOCC1	4.3	1	2	-0.8	4	-1	6	-4	-1.7
Cc1ccc2[nH]c(=O)c(C(c3nnnn3CC3CCCO3)N3CCc4ccccc4C3)cc2c1 (stereo not given)	1.6	-7	4	-1.1	-11	-2	13	-6	-4.6
COCCN1CCn2c(nc3cc(NC(C)=O)ccc32)C1	1.5	-13	10	-0.9	4	30*	3	8	-0.6
Cc1cccc(C)c1NC(=O)CSc1nnc(Cn2nnc(-c3ccccc3)n2)n1-c1ccccc1	5.6	0	-4	-0.5	-9	-2	-4	-5	-6.6
CNc1c(NS(=O)(=O)c2ccc(C(C)(C)C)cc2)c(=O)oc2ccccc12	-1.4	-4	0	0.7	-19	-8	-4	0	-2.6
COc1ccc(CN2CCN(Cc3cc(=O)oc4cc(C)ccc34)CC2)c(OC)c1OC	-2.3	5	-1	-0.3	-2	1	12	-9	-0.9
O=[N+]([O-])c1ccccc1S(=O)(=O)NCCC1=CCCCC1	1.5	0	6	-2.3	12	1	-7	-4	-1.3
COc1ccc(CNC(=O)C(C)Sc2nc3ccccc3c(=O)n2CC2CCCO2)cc1 (stereo not given)	0.8	-5	-3	0.8	-8	0	6	0	-2.6
Cc1nc2cc(NC(=O)NC3CC3)ccc2n1C	nt	2	5	-0.5	0	6	1	5	-2.3
CN(C)CCN(C(=O)c1cccc(Cl)c1)c1nc2c(Cl)cccc2s1	1.4	2	-2	nt	-2	0	11	-3	-5.4
CCCC(=O)N1CCC1(C)C(=O)Nc1ccc(OC)c(OC)c1 (stereo not given)	-0.3	0	nt	nt	nt	-1	1	5	-3.2
CCc1ccc(/C=C2\C(=N)N3N=C(CC(=O)N4CCCCC4)SC3=NC2=O)cc1	-6.8	-2	-6	-0.9	-1	2	13	5	-1.5
CCCCCC1=C(C(=O)OC)C(C(=O)OCC)N(S(=O)(=O)C(F)(F)F)c2ccccc21 (stereo not given)	0.6	0	1	nt	nt	-3	0	1	-2.3
COc1ccc(NC(=O)CN2CCC(NC(=O)C3CCCCC3)CC2)c([N+](=O)[O-])c1	0.7	-6	11	-0.2	1	3	1	4	-2.2
Cc1nc(N)nc(SCc2ccc([N+](=O)[O-])cc2)c1N	nt	?	7	0.3	-4	2	19	-19	-2.8
Cc1ccc(OCC(=O)OCC(=O)NC2CCCC2)cc1C	-1.6	-8	4	2.2	-2	-2	7	-5	-3.2
COc1ccc(-c2nc(CS(=O)CC(=O)N3CCC4(CC3)OCCO4)c(C)o2)cc1 (stereo not given)	2.8	4	-1	5.2	-4	7	3	-4	1.5
CN(/N=C/c1cc(Br)cc(Br)c1O)c1ccccc1	2.2	2	-2	-1.8	-7	0	5	2	-2.2
O=C(O)c1ccc(N=Nc2c(O)[nH]c3cc(Cl)ccc23)cc1	nt	3	-15	-20	-16	-1	3	1	-0.2
CCC(=Nc1ccc(OC)cc1OC)c1c(O)[nH]c(=O)[nH]c1=O	1.4	nt	3	-0.6	9	6	8	6	1.2
O=C1c2ccccc2C(=O)N1CCc1nc2ccccc2c(=O)n1Cc1ccco1	-0.8	6	4	-1.0	-1	1	3	-1	-4.8
O=C(NCC(=O)N1CCCC1C(=O)O)OC1CCCCC1 (stereo not given)	-1.0	2	7	1.5	2	-1	-2	-7	-3.8
CC(C)CC(=O)OC1C(N2CCOCC2)c2c(ccc(/C=C/C(=O)N3CCOCC3)c2O)OC1(C)C (stereo not given)	0.7&1.6	8	3	-0.4	-5	6	31*	3	-2.4
O=C(NNC(=O)c1ccc([N+](=O)[O-])cc1)c1ccncc1	4.4	6	7	0.2	3	-1	21	-18	-1.9

Following part:
SMILES	Mtb BioA inh	BoNT-F LC inh	MazF activator	UGM FP inh	Rv3671c protease	Mtb FBA inh	GDH-TPI inh	PrPC surface inh	FadD28 FP inh
Cc1ccc(CN2CCCN(C)CC2)c(C)c1	-0.7	17	4	-0.8	1	-2	-6	-3	-0.2
Cc1ccc(C(=O)Nc2ccccc2C(=O)O)cc1S(=O)(=O)Nc1ccccc1	-0.9	nt	3	0.9	-22	2	13	2	-25
O=C(O)c1ccc(COc2ccccc2C=C2C(=O)c3ccccc3C2=O)cc1	nt	-1	-147	3.9	-9	-3	5	-1	-2.2
COC(=O)[C@]1(C)N[C@H](CN(C)C(=O)COc2ccccc2)[C@@H]2C(=O)N(C)C(=O)[C@@H]21	-1.4	-3	3	nt	-1	3	-8	1	1.7
Cn1c(N)c(N=Nc2ccc(S(N)(=O)=O)cc2)c(=O)n(C)c1=O	-0.3	?	10	2.4	10	-1	12	-37	-2.2
CCOc1ccccc1CNC(=O)c1c([N+](=O)[O-])c(C)nn1C	-0.6	-14	-16	0.6	-4	1	4	-10	0.9
O=[N+]([O-])c1ccc(O)c(N=Cc2sc3ccccc3c2O)c1	-0.7	-25	-4	-0.7	5	-3	10	0	1.7
CC1(C(=O)NS(=O)(=O)c2cccs2)CCN1C(=O)c1ccccc1CCc1ccccc1 (stereo not given)	-3.5	5	nt	nt	nt	3	14	11	0.4
COc1cccc(Nc2nc(NCC3CCCO3)c3ccccc3n2)c1 (stereo not given)	nt	-13	17	-4.1	-1	1	1	11	-15
CN(C)c1ccc(SC#N)cc1	nt	?	-11	-3.5	3	-1	1	-2	0.7
Cc1ccccc1-c1nc(CS(=O)(=O)CC(=O)NCc2ccc3c(c2)OCO3)c(C)o1	0.5	4	-14	4.4	-4	1	-2	-4	-2.8
CCOC1(OCC)N=C(N)C2(C#N)C(c3cccc(C)c3)C12C#N (stereo not given)	-1.0	2	1	-1.3	10	1	2	-5	-0.4
O=C(CN1CCN(S(=O)(=O)c2ccccc2F)CC1)NCC1(N2CCOCC2)CCCCC1	-2.5	-9	3	nt	-3	-2	0	5	-3.3
Cc1cccc(NCC(=O)NNC(=S)Nc2ccccc2)c1	nt	-2	7	-2.8	-2	-1	3	9	0.5
O=C1/C(=C/c2ccco2)Oc2c1ccc(O)c2CN1CCCCC1	nt	-12	-48	7.3	-9	-1	18	-23	1.8
COc1ccccc1CC(=O)Nc1cc(C)on1	0.6	-2	10	nt	nt	1	5	-2	0.4
CC1(C(=O)NS(=O)(=O)c2ccc(Cl)cc2)CCN1C(=O)C1CC1 (stereo not given)	-3.0	0	nt	nt	nt	3	11	-3	1.3
O=C(Nc1c(F)cccc1F)c1ccc(-n2cncn2)nc1	5.9	-1	0	0.1	-4	-1	1	4	-3.6
O=C(NCCNc1ccc(Cl)cc1[N+](=O)[O-])c1ccccc1F	2.7	?	3	1.5	4	-5	-6	-15	-1.9
COc1cc([C@@H]2[C@H]3CNCC=C3C(C#N)=C(N)C2(C#N)C#N)ccc1OC(C)C	5.0	9	-14	-1.6	-7	-1	10	-18	0.2
Cc1ccc(-n2c(SCC(=O)N3CCCCC3)nc(O)cc2=O)cc1	-0.7	?	3	0.7	5	0	-6	-4	-3.0
CC1(C)CC2CC(C)(CN2C(=O)Cc2ccccc2)C1 (stereo not given)	1.6	-14	-1	-1.0	1	1	2	-1	-1.6
Cc1c(/C=C/C(=O)c2ccccc2)cnn1C	2.5	5	5	4.1	5	4	24	2	0.3
O=c1nc(N2CCOCC2)ccn1-c1nc(-c2ccccc2)oc1-c1ccccc1	0.0	2	4	1.2	2	3	7	-10	-0.8
CC(C)CNC(C(=O)Nc1ccc([N+](=O)[O-])cc1Br)c1ccccc1 (stereo not given)	nt	7	2	2.3	-3	3	8	-1	1.0
CCc1n[nH]c(=S)n1/N=C/c1c(C)nn(-c2ccccc2)c1Cl	-1.1	-5	1	2.8	-8	0	6	7	-3.2

Five of these compounds, reformatted:
molecule | Mtb BioA inh | BoNT-F LC inh | MazF activator | UGM FP inh | Rv3671c protease | Mtb FBA inh | GDH-TPI inh | PrPC surface inh | FadD28 FP inh
Cc1ccccc1-c1nc(CS(=O)(=O)CC(=O)NCc2ccc3c(c2)OCO3)c(C)o1 | 0.5 | 4 | -14 | 4.4 | -4 | 1 | -2 | -4 | -2.8
CCOC1(OCC)N=C(N)C2(C#N)C(c3cccc(C)c3)C12C#N (stereo not given) | -1.0 | 2 | 1 | -1.3 | 10 | 1 | 2 | -5 | -0.4
O=C(CN1CCN(S(=O)(=O)c2ccccc2F)CC1)NCC1(N2CCOCC2)CCCCC1 | -2.5 | -9 | 3 | nt | -3 | -2 | 0 | 5 | -3.3
Cc1cccc(NCC(=O)NNC(=S)Nc2ccccc2)c1 | nt | -2 | 7 | -2.8 | -2 | -1 | 3 | 9 | 0.5
O=C1/C(=C/c2ccco2)Oc2c1ccc(O)c2CN1CCCCC1 | nt | -12 | -48 | 7.3 | -9 | -1 | 18 | -23 | 1.8

An unsorted share of the library. About 4.8% of those tested had a hit in this group.
